AGP1 TOR yeast – alters AGP1-GFP fluorescence in TOR pathway yeast screen; S. cerevisiae AGP1-GFP multiplex flow cytometry, 3 h; GFP as percent of DMSO wells; GFP response vs DMSO, % at 10 µM; 320,000 tested, 0.02% active;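 active = GFP response relative to DMSO above a set limit, near screen average plus 3 SD, cut at about 150% in these data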;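 note: median GFP channel fluorescence of the gated AGP1 strain per well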
LAP4 TOR yeast – alters LAP4-GFP fluorescence in TOR pathway yeast screen; S. cerevisiae LAP4-GFP multiplex, flow cytometry GFP, 3 h; median GFP as percent of DMSO wells; GFP response vs DMSO, % at 10 µM; 320,000 tested, 0.34% active; AID 2023;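 active = GFP response vs DMSO above a set limit, about the screen mean plus 3 SD, cut at about 150% in these data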
Yeast superoxide – caloric restriction mimetics inhibiting age-related superoxide in yeast; S. cerevisiae aged cells, superoxide DHE fluorescence; stronger effect = lower value; superoxide response (% of plate mean), % at 10 µM; 330,000 tested, 0.18% active; AID 2690;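 active = superoxide response under a set limit, about three screen SD below normal, cut at about 65% in these data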;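 note: yeast aged for seven days with compound at 30 °C before DHE staining; 100% = average MFI of all compound-treated wells on the plate with controls excluded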
GRK2 aptamer HTS – human GRK2 inhibition via aptamer displacement; P25098; inhibition of aptamer binding, % at 10 µM; bead flow cytometry, FAM-aptamer displacement from GRK2; 330,000 tested, 0.59% active;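 active = inhibition of aptamer binding above 40%, roughly 3 SD of noise, on plates passing a quality check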;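 note: median bead fluorescence of bound FAM aptamer so fluorescent compounds give negative values; no value below 0 was filed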
Target sequence (P25098 whole entry, looked up): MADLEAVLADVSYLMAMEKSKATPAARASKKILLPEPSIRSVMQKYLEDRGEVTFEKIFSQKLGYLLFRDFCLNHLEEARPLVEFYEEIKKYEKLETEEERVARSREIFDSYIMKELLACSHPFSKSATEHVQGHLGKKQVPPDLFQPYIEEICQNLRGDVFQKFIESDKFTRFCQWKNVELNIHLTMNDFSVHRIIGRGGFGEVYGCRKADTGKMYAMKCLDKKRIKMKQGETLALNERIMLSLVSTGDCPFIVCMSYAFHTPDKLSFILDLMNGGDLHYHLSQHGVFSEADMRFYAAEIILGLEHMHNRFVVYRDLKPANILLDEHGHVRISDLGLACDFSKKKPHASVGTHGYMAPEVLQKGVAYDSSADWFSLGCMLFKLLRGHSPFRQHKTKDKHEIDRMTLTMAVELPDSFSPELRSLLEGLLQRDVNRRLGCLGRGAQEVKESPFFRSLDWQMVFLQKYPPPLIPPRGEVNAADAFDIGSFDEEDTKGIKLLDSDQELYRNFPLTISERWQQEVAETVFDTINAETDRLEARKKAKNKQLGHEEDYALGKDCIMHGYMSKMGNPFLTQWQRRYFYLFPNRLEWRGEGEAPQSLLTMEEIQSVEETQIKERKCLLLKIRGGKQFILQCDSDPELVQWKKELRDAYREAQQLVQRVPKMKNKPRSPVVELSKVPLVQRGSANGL
RPL19A TOR yeast – modulators of TOR pathway RPL19A-GFP in S. cerevisiae | S. cerevisiae RPL19A-GFP strain, flow cytometry, 3 h; stronger effect = lower value | percent response vs DMSO, % at 10 µM | 330,000 tested, 0.3% active;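 active = percent response vs DMSO below 50%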;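 note: median channel GFP fluorescence of the barcoded RPL19A-GFP strain; ratio of sample median GFP to plate DMSO average so 100% = DMSO; lower means less RPL19A-GFP as with rapamycin TOR inhibition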
VLA-4 inh – inhibition in a human VLA-4 binding assay; P13612; VLA-4 expressing cells, ligand binding flow cytometry; inhibition, % (about 7 µM as worked out from the volumes in the protocol); 330,000 tested, 0.2% active; in the data active = inhibition above about 50%
CIT2-GFP yeast – alters CIT2-GFP fluorescence in TOR pathway yeast screen. S. cerevisiae CIT2-GFP strain, flow cytometry, 3 h; 100 means same as DMSO wells. GFP response vs DMSO, % at 10 µM. 320,000 tested, 0.065% active;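 active = GFP response relative to DMSO above a set limit, near the screen mean plus 3 SD, cut at about 150% in these data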;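 note: ratio of well median GFP fluorescence to mean of DMSO wells on the plate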
MEP2-GFP yeast – modulators of TOR pathway MEP2-GFP in S. cerevisiae; S. cerevisiae MEP2-GFP strain, flow cytometry GFP, 3 h; 100% = DMSO control level; GFP response vs DMSO, % at 10 µM; 330,000 tested, 0.51% active; AID 2016;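 active = GFP response versus DMSO above a set limit, roughly screen mean plus 3 SD, cut at about 180% in these data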;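 note: median GFP fluorescence of the barcode-gated MEP2-GFP cells per well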
An asterisk follows results filed as active; . = not tested or not shown; & = joins results of further samples; ! = a repeat was not active.

SMILES | AGP1 TOR yeast | LAP4 TOR yeast | Yeast superoxide | GRK2 aptamer HTS | RPL19A TOR yeast | VLA-4 inh | CIT2-GFP yeast | MEP2-GFP yeast
Cc1ccc(/C=C/c2nc3ccccc3c(=O)[nH]2)cc1 | 101 | 95 | 100 | 1 | 96 | 5 | 91 | 100
O=C(CCN1CCN(Cc2ccccc2)CC1)NNC(=O)c1cc2ccccc2o1 | 97 | 100 | 79 | 0 | 99 | 1 | 97 | 95
O=C(Cn1nc(C(F)F)cc1C(F)F)NNC(=S)Nc1ccc([N+](=O)[O-])cc1 | 99 | 97 | 111 | 0 | 98 | 12 | 93 | 96
Nc1ncn([C@@H]2O[C@H](CO)[C@@H](O)[C@H]2O)c(=O)n1 | 93 | 108 | 94 | 0 | 106 | 1 | 81 | 99
O=C(CSc1ncn[nH]1)c1ccc2c(c1)OCCO2 | 95 | 96 | 130 | 0 | 99 | -1 | 93 | 100
CC(=O)c1ccc(N(CC(=O)NC2CCS(=O)(=O)C2)S(=O)(=O)c2ccc(C)cc2)cc1 (stereo not drawn) | 96 | 97 | 76 | 0 | 93 | -6 | 89 | 100
OC1(c2cccc(C(F)(F)F)c2)CCNCC1 | 90 | 99 | 107 | 0 | 100 | -1 | . | 93
Nc1nonc1C(=O)NCCc1ccccc1 | 100 | 98 | 100 | 0 | 98 | 12 | 102 | 102
CCCOc1ccc(C(=O)N2CCN(Cc3ccc4c(c3)OCO4)CC2)cc1 | 101 | 98 | 91 | 5 | 99 | -7 | 104 | 105
CN(C)c1ccc(N=Nc2ccc(C(=O)O)cc2)cc1 | 91 | 107 | 86 | 54* | 106 | -4 | 96 | 111
O=C(COc1ccccc1Cl)Nn1cnnc1 | 95 | 96 | 94 | 2 | 99 | 9 | 100 | 98
CCOC(=O)CC1C(=O)NCCN1S(=O)(=O)c1ccc(F)cc1 (stereo not drawn) | 110 | 111 | 83 | 1 | 105 | 6 | 103 | 109
O=C(O)CCCC(=O)NCCCc1ccccc1 | 101 | 100 | 107 | 0 | 99 | 5 | 102 | 105
CCn1cc(S(=O)(=O)c2ccc(C)cc2)c(=O)c2cc(OC)ccc21 | 96 | 98 | 110 | 0 | 97 | -9 | 99 | 90
Cc1cc(Br)ccc1NC(=S)NC1CCCC1 | 98 | 91 | 96 | 0 | 115 | 9 | 99 | 104
COc1ccc(SC[C@H](C)CN2CC[C@H](C)CCC2=O)cc1 | 93 | 106 | 89 | 0 | 94 | -6 | 99 | 85
O=C(Nc1ccc(Br)c(Cl)c1)c1ccco1 | 92 | 97 | 93 | 2 | 96 | -2 | 94 | 99
O=C(Nc1cc2c3c(c1)C1CCCC1CN3CC1CCCC21)c1ccccc1 (stereo not drawn) | 102 | 108 | 95 | 0 | 97 | -14 | 92 | 95
COc1ccc(C(C)=O)cc1COc1cccc2cccnc12 | 98 | 99 | 105 | 10 | 106 | 1 | 107 | 99
O=C(Nc1ccc(CN2CCS(=O)(=O)CC2)cc1)c1ccc(F)cc1 | 125 | 115 | 102 | 0 | 102 | -2 | 99 | 102
Cc1cc(NC(=O)CCC(=O)N(Cc2ccco2)C2(C(=O)NC3CCCCC3)CCN(C)CC2)no1 | 103 | 99 | 99 | 0 | 99 | 3 | 102 | 100
O=C(/C=C/c1c(F)cccc1Cl)Nc1cccnc1 | 89 | 87 | 95 | 1 | 101 | 11 | 95 | 99
N#Cc1cccc(NC(=O)CN2CCCCCC2)c1 | 92 | 89 | 95 | 0 | 100 | 4 | 100 | 103
Cc1cccc(-n2c(C)nc3sccc3c2=O)c1 | 92 | 92 | 99 | 2 | 92 | 22 | 83 | 97
c1csc(CSc2nnc3sc4ccccc4n23)c1 | 90 | 95 | 94 | 2 | 88 | 20 | 77 | 94

Continued.
SMILES | AGP1 TOR yeast | LAP4 TOR yeast | Yeast superoxide | GRK2 aptamer HTS | RPL19A TOR yeast | VLA-4 inh | CIT2-GFP yeast | MEP2-GFP yeast
O=C(CSCc1nc2ccccc2[nH]1)N1CCN(c2cccc(Cl)c2)CC1 | 97 | 96 | 107 | 0 | 96 | -8 | 92 | 103
COc1ccc(-c2c3c(=O)n(C)c(=O)n(C)c3cn2-c2cccc(OC)c2)cc1 | 99 | 102 | 92 | 1 | 102 | 6 | 99 | 103
C/C(=N\NC(=O)Cn1c(-c2ccccn2)nc2ccccc21)c1cccc(O)c1 | 97 | 98 | 93 | 4 | 101 | -1 | 107 | 104
N/C(=N\O)C1COc2ccccc2O1 (stereo not drawn) | 105 | 94 | 103 | 0 | 99 | -11 | 97 | 101
CCOC(=O)c1sc(NC(=O)c2ccncc2)nc1C | 89 | 92 | 101 | 1 | 97 | -7 | 108 | 92
O=C1CC(N2CCC(c3nc4ccccc4o3)CC2)C(=O)N1c1ccc(Cl)c(C(F)(F)F)c1 (stereo not drawn) | 101 | 110 | 80 | 1 | 96 | -28 | 96 | 95
CC(C)n1c(SCC(=O)Nc2ccc(N3CCOCC3)cc2)nnc1-c1ccco1 | 95 | 100 | 108 | 0 | 95 | 6 | 89 | 97
CN(C)Cc1ccc(O)c(CCc2ccccc2)n1 | 128 | 99 | 92 | 2 | 101 | 15 | 103 | 103
COCCNC(=O)c1ccc(C2SCC(=O)N2Cc2ccco2)cc1 (stereo not drawn) | 102 | 90 | 78 | 0 | 106 | 6 | 101 | 103
COc1ccccc1Nc1nc(N)nc(CSC(=S)N2CCCCC2C)n1 (stereo not drawn) | 97 | 90 | 103 | 0 | 98 | 27 | 91 | 100
CC1CCN(c2ccccc2NC(=S)NC(=O)c2ccc(-c3cccc([N+](=O)[O-])c3)o2)CC1 | 88 | 89 | 93 | 0 | 86 | 8 | 84 | 98
O=C1c2ccsc2SCCN1Cc1ccc(F)cc1 | 99 | 114 | 109 | 0 | 99 | 3 | 90 | 101
CCCCCCCN1CCC(=O)N([C@H](CO)CC(C)C)CC1 | 81 | 114 | 101 | 0 | 94 | 6 | 71 | 85
Cc1ccc(C)c(C(=O)C(C)Sc2nc3nn(-c4ccccc4)c(=O)c-3c3n2CCCCC3)c1 (stereo not drawn) | 96 | 82 | 97 | 3 | 112 | 5 | . | 110
Cc1cc(C(=O)CSc2nncs2)c(C)n1Cc1ccco1 | 97 | 93 | 105 | 2 | 94 | 19 | 102 | 90
CCCCC(=O)NC(c1ccc(N(C)C)cc1)c1ccc2cccnc2c1O (stereo not drawn) | 101 | 94 | 90 | 0 | 97 | 3 | 97 | 102
Cc1cc(=O)n(-c2ccccc2Cl)[nH]1 | 109 | 104 | 108 | 3 | 101 | 15 | 102 | 106
CN(c1ncnc(N)c1[N+](=O)[O-])C1CCS(=O)(=O)C1 (stereo not drawn) | 110 | 103 | 109 | 0 | 107 | -3 | 103 | 108
O=C(CSc1ncn[nH]1)N1CCOCC1 | 102 | 88 | 99 | 4 | 100 | -16 | 99 | 96
Cc1ccccc1NC(=O)C1CCCN1S(=O)(=O)c1ccccc1C(F)(F)F (stereo not drawn) | 115 | 116 | 83 | 0 | 118 | 2 | 119 | 114
O=C(/C=C/c1ccc([N+](=O)[O-])cc1)NCCSc1ccccc1 | 96 | 111 | 122 | 0 | 98 | 11 | 96 | 100
CN(C)/C=C/C(=O)c1ccc(OCCN(C)c2ccccn2)cc1 | 80 | 92 | 107 | 0 | 101 | 6 | 78 | 94
COc1ccc(O)c(C(=O)/C=C/c2cc3ccccc3o2)c1 | 95 | 94 | 114 | 1 | 97 | 11 | 83 | 94
Cc1noc(C)c1S(=O)(=O)N1CCC(C(=O)N2CCN(C3CCCC3)CC2)CC1 | 106 | 104 | 105 | 1 | 104 | 9 | 107 | 122
CC(=O)NCCNC(=O)CCNC(=O)c1ccc(Cl)cc1 | 99 | 103 | 96 | 0 | 98 | -3 | 86 | 108

Sorted by heavy-atom count (rising): part of the list above
SMILES | AGP1 TOR yeast | LAP4 TOR yeast | Yeast superoxide | GRK2 aptamer HTS | RPL19A TOR yeast | VLA-4 inh | CIT2-GFP yeast | MEP2-GFP yeast
N/C(=N\O)C1COc2ccccc2O1 (stereo not drawn) | 105 | 94 | 103 | 0 | 99 | -11 | 97 | 101
O=C(CSc1ncn[nH]1)N1CCOCC1 | 102 | 88 | 99 | 4 | 100 | -16 | 99 | 96
COCCNC(=O)c1ccc(C2SCC(=O)N2Cc2ccco2)cc1 (stereo not drawn) | 102 | 90 | 78 | 0 | 106 | 6 | 101 | 103
Cc1ccccc1NC(=O)C1CCCN1S(=O)(=O)c1ccccc1C(F)(F)F (stereo not drawn) | 115 | 116 | 83 | 0 | 118 | 2 | 119 | 114

(listing goes on)
SMILES | AGP1 TOR yeast | LAP4 TOR yeast | Yeast superoxide | GRK2 aptamer HTS | RPL19A TOR yeast | VLA-4 inh | CIT2-GFP yeast | MEP2-GFP yeast
O=S(=O)(NCCCO)c1ccc2c(c1)Cc1cc(S(=O)(=O)NCCCO)ccc1-2 | 107 | 105 | 87 | 1 | 105 | 6 | 106 | 109
CN(C)C(=O)c1ccc(-n2cnc3ccccc3c2=O)cc1 | 102 | 97 | 94 | 3 | 99 | 12 | 101 | 96
Cc1ccc(C)c(Cn2c(=O)n(CCCC(=O)NCc3ccco3)c(=O)c3sccc32)c1 | 100 | 102 | 99 | 17 | 101 | 14 | 93 | 101
CC(=O)C(C)Oc1ccc2c3c(c(=O)oc2c1)CCCCC3 (stereo not drawn) | 107 | 108 | 95 | 2 | 103 | 0 | 98 | 101
Cc1ccc(-n2cc3c(=O)n(C)c(=O)n(C)c3c2)cc1C | . | 114 | 89 | 0 | 94 | 16 | 97 | 95
CCOc1ncnc2c1oc1nc(CC(C)C)c3c(c12)CC(C)(C)OC3 | 105 | 104 | 83 | 3 | 101 | 0 | 102 | 109
Cc1ccc(NC(=S)N2CCN(S(=O)(=O)c3ccccc3)CC2)cc1C | 98 | 73 | 124 | 3 | 108 | 5 | 88 | 101
CC(O)CNC(=O)Cc1cc(=O)[nH]c(=O)[nH]1 (stereo not drawn) | 106 | 104 | 107 | 1 | 101 | 8 | 99 | 95
NC1=NC(c2cn[nH]c2-c2cccc(F)c2)n2c(nc3ccccc32)N1 (stereo not drawn) | 102 | 103 | 112 | 6 | 100 | -1 | 101 | 101
COc1ccc(-c2ccc(-c3noc(-c4cccc(OC)c4)n3)c(OC)n2)cc1 | 94 | 98 | 113 | 0 | 95 | -13 | 93 | 98
CC(NS(=O)(=O)c1ccc(CCC(=O)N2CCN(C)CC2)cc1)c1ccccc1 (stereo not drawn) | 99 | 100 | 99 | 1 | 97 | -1 | 99 | 104
COc1ccc(-c2nnc(SCCC(=O)O)n2-c2ccccc2)cc1OC | . | 87 | 100 | 1 | 88 | -3 | 84 | 92
Cc1ccc(N2CC(C(=O)Nc3nnc(SCCN4CCOCC4)s3)CC2=O)cc1 (stereo not drawn) | 112 | 126 | 82 | 3 | 101 | 4 | 103 | 107
COc1ccc(C(CNC(=O)CCNC(=O)c2ccccc2Cl)N2CCCC2)cc1 (stereo not drawn) | 95 | 89 | 93 | 3 | 93 | 7 | 100 | 89
Cc1ccccc1NC(=O)Nc1ccccn1 | 91 | 88 | 97 | 0 | 98 | 30 | 93 | 102
CCN(CC)CCNC(=O)COc1ccc(OC)cc1 | 86&100 | 105&103 | 109&108 | 12&0 | 96&102 | 57*! | 79&97 | 95&102
Cc1ccccc1CNC(=O)/C=C\C(=O)O | 101 | 94 | 99 | 2 | 100 | 14 | 96 | 97
Cc1ccc(OCc2nc(-c3ccccc3)no2)cc1 | 112 | 114 | 101 | 1 | 106 | -4 | 104 | 104
CC1CC(C)(C)NC(=S)N1CCC(=O)N1CCc2ccccc21 (stereo not drawn) | 103 | 106 | 88 | 3 | 101 | 15 | 105 | 115
Cc1oc(-c2ccccc2)cc1C(=O)NC1CCN(Cc2ccccc2)CC1 | 99 | 102 | 100 | 0 | 97 | 0 | 94 | 98

Compound activity: PubChem, NMMLSC
